Assay outcomes deposited in PubChem by National Center for Advancing Translational Sciences (NCATS).
TDP-43 yeast inh – qHTS of TDP-43 Inhibitors. TDP-43 expressing yeast growth rescue, BacTiter-Glo, 24 h. Potency, µM (titrated, usually from 46.1 µM), without a hit: at the top dose growth rescue (activation), hits mostly activators. actives 1.8% (n = 410,000). AID 652104, 2013; note: potency is the fitted concentration of half-maximal effect; % of control where 0% means no effect; nearly all actives have a fitted effect of over 50% in size
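Yeast expressing TDP-43 (pregrown in raffinose, seeded at OD600=0.02 in galactose medium) exposed to compounds 24 hr at 30 deg C. Growth read by BacTiter-Glo luminescence; rescue of toxicity appears as increased signal.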
aSyn rescue – qHTS of alpha-syn Inhibitors. Potency, µM (highest dose often 46.1 µM), without a hit: at the top dose growth rescue (activation), usual class: activators. actives 0.14% (n = 370,000). Yeast expressing alpha-synuclein, growth rescue, BacTiter-Glo, 24 h; note: potency is the fitted concentration of half-maximal effect; % of control where 0% means no effect; nearly all actives have a fitted effect of over 65% in size
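Screening used galactose-induced yeast with toxic alpha-synuclein levels, exposed to compound for 24 hr at 30 deg C. Cell growth, read with BacTiter-Glo luminescence, gave the measured signal.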
Abeta yeast res – qHTS for compounds that reverse cellular toxicity of Amyloid beta (A-beta) peptide in yeast: Primary Screen; yeast expressing A-beta42, growth rescue, OD600, 48 h; response scale: 0% DMSO, 100% iron-clioquinol control; Potency, µM (highest dose often 46.1 µM), inactives show at the top dose growth rescue, most hits filed as activators; actives 0.063% (n = 410,000); AID 1347071, 2019; note: potency is the fitted concentration of half-maximal effect; nearly all actives have a fitted effect of over 55% in size
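Growth rescue measured by 600 nm absorbance after 48 h yeast culture at 30 C with compound. Values normalized between DMSO and an equimolar ferric chloride plus clioquinol control.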
HEK293 tox – qHTS of GLP-1 Receptor Inverse Agonists: Cytotox Screen; actives 0.13% (n = 410,000); AID 624418, 2012; Potency, µM (titrated, usually from 38.3 µM), without a hit: at the top dose activity change, negative = inhibition, usual class: inhibitors; HEK293 cAMP-luciferase reporter cells, luminescence, 24 h;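 note: loss of luciferase light is scored as toxicity; potency is the fitted concentration of half-maximal effect; % is set by controls: 0 for no effect and ±100 for the full control effect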
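Here, cytotoxicity is scored as loss of luminescence. The MLSMR collection was tested on cells seeded in medium containing 10% Nu serum, with a 24 hr compound exposure preceded by 12 hours of culture.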
MmCpn inh – Inhibitors of TCP-1 ring complex (TRiC) of Methanococcus maripaludis (MmCpn): qHTS; Chaperonin Mm-Cpn (Methanococcus maripaludis); purified Mm-Cpn ATPase, ADP Transcreener TR-FRET; Potency, µM (highest dose often 76.9 µM), for the others: at the highest dose activity, negative = inhibition, most hits filed as inhibitors; actives 0.031% (n = 330,000); note: potency is the fitted concentration of half-maximal effect; % is set by controls: 0 for no effect and ±100 for the full control effect; nearly all actives have a fitted effect of over 80% in size
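Compound-treated chaperonin, 25 nM final, turns over 10 uM ATP at 37°C for 30 min following a 10 min preincubation; ADP generated competes with ADP-d2 for Eu-cryptate antibody, lowering FRET.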
pAkt inh – HTS Assay for Inhibitors of Akt Phophorylation: Primary Screen. Neuro2A IGF-stimulated pAkt S473 HTRF, 20 min; hits give low values. activity change, % for hits at 50 µM. actives 0.32% (n = 360,000). AID 651550, 2012; in the data active = activity change below about -80%; inconclusive = mostly about -51% to -80%; note: % is set by controls: 0 for no effect and ±100 for the full control effect
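Neuro2A cells in DMEM with 0.5% FBS, overnight at 37 deg C, given compound at single 50 µM final, then IGF (6 nM final) for 20 min at 37 deg C. Lysed; phospho-Akt Ser473 by HTRF after 24 h, 665/615 ratio.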
PTHR1 agonist – qHTS for PTHR1 Agonists: Primary Screen | Parathyroid hormone/parathyroid hormone-related peptide receptor (Homo sapiens), Q03431 | HEK293 GP2 PTHR1 cells, GloSensor cAMP luminescence, 1 h | Potency, µM (titrated, usually from 115 µM), for inactives: top-dose activation, actives largely listed as activators | actives 0.075% (n = 410,000) | AID 743266, 2014; note: potency is the fitted concentration of half-maximal effect; nearly all actives have a fitted effect of over 55% in size; some results filed as inactive show a strong effect at the top dose; inactives centre near -15; many of its hits are not listed in these tables
Target sequence (Q03431 whole entry, looked up): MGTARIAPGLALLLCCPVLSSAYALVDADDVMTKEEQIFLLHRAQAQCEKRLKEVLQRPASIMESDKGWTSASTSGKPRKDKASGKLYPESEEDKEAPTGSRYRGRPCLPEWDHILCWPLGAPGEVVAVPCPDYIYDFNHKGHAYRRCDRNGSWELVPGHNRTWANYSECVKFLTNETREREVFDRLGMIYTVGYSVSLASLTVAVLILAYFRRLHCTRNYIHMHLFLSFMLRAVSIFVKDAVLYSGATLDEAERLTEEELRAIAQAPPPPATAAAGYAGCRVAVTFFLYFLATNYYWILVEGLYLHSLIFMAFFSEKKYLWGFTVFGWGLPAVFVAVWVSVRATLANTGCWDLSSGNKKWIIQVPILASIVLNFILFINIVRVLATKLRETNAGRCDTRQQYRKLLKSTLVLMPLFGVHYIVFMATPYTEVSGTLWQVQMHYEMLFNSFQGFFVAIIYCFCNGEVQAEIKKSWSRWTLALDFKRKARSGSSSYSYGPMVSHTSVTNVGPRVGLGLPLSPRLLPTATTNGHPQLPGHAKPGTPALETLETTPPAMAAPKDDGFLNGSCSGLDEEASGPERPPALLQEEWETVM
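HEK-293-derived GP2 cells expressing PTHR1 and a GloSensor cAMP reporter, 3,000/well, plated overnight, given luciferin plus IBMX (each 0.5 mM as added) for 1 h at 37 °C, then compound for 1 h at 37 °C. Luminescence was read after 15 min at room temperature.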
FUS yeast rescue – qHTS for Suppressors of FUS Proteinopathy: Primary screen using FUS-linked yeast assay | Potency, µM (series often up to 76.6 µM), for the others: at the top dose growth rescue (activation), most hits filed as activators | S. cerevisiae FUS-expressing, growth rescue, OD600, 24 h | actives 0.24% (n = 390,000);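 note: potency is the fitted concentration of half-maximal effect; plate controls were DMSO vehicle for no effect and reference control for full effect; nearly all actives have a fitted effect of over 55% in size; some results filed as inactive show a strong effect at the top dose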
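Yeast expressing FUS under galactose induction, OD 0.005 in 2% galactose medium; compounds in a dilution series, 24 h at 30C. Growth rescue by absorbance at 600 nm; CP55940 positive control, DMSO negative.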
GLP-1R inv ag – qHTS of GLP-1 Receptor Inverse Agonists (Inhibition Mode) | Glucagon-like peptide 1 receptor (Homo sapiens), P43220 | HEK293 GLP-1R CRE-luciferase, luminescence, 24 h; GLP-1R form is constitutively active | Potency, µM (highest dose often 38.3 µM), inactives show at the top dose activity change, negative = inhibition, actives largely listed as inhibitors | actives 1.6% (n = 410,000) | AID 624417, 2012; note: potency is the fitted concentration of half-maximal effect; % is set by controls: 0 for no effect and ±100 for the full control effect; nearly all actives have a fitted effect of over 55% in size
Target sequence (P43220 whole entry, looked up): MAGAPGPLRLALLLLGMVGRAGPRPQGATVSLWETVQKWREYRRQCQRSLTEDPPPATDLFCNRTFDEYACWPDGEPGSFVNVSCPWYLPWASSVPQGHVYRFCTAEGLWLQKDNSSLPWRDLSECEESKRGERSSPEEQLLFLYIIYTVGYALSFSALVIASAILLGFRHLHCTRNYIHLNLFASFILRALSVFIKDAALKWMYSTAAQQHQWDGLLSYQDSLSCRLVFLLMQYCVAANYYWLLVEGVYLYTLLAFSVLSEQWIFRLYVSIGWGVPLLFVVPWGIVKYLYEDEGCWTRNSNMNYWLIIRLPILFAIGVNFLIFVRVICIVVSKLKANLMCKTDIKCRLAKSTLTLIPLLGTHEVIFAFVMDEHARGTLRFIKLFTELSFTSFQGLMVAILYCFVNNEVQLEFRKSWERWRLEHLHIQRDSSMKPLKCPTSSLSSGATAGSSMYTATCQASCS
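Inverse agonists were sought by their lowering of basal cAMP reporter luciferase output in HEK293 cells stably carrying constitutively active human GLP-1R, after 24 h compound treatment.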
* hit, by the source's call; i = inactive; ? = inconclusive; . = no result given; & = joins results of further samples; [ ] = remark or other dose. Unless noted, calls come from the whole dose curve; as a rule, active = well fitted curve in the direction sought with a large enough effect; inconclusive = small, poorly fitted or top-dose-only effect, or another doubt; inactive = no such curve, though single readings can be large; an effect the other way counts as inactive or inconclusive.

Second line of a record – TDP-43 yeast inh, aSyn rescue, Abeta yeast res, HEK293 tox, MmCpn inh, pAkt inh, PTHR1 agonist, FUS yeast rescue, GLP-1R inv ag
Cc1ccc(C(C(=O)NC2CCCC2)N(C(=O)Cc2cccs2)c2ccc(C)c(C)c2)o1 (stereo not given)
  -17%, 6%, -36%[inhibitor], -28%, -1%, i, i, 21%, 10µM*
COCCOC(=O)C1=C(C)NC2=C(C(=O)CCC2)C1c1ccc(N(C)C)cc1 (stereo not given)
  -11%, -3%, 6%, ?, -1%, i, i, -5%, -1%
CC(C)(CO)NCC#Cc1ccccc1
  16%, 0%, 3%, 1%, 1%, i, i, -39%, -3%
CC(=O)c1ccc(N2CCN(S(=O)(=O)c3ccccc3)CC2)c(F)c1
  -8%, 0%, -7%, 9%, 2%, i, -31%[inhibitor], -5%, 21%
O=C(/C=C/c1ccc(Br)o1)NCCCN1CCOCC1
  -1%, -1%, 4%, 2%, 2%, i, i, -15%, 44%[activator]
Cc1cccc(NC(=O)c2ncn3c2C(=O)N[C@H](C)C3)c1
  10%, -11%, 0%, 1%, ., i, -4%, -23%, 9%
COC(=O)c1ccccc1NC(=O)[C@@H]1CCC(=O)N1C1OC(=O)c2c1ccc(OC)c2OC (stereo not given in full)
  17%, 1%, -9%, 5%, -1%, i, i, -19%, -1%
Cc1nc2ccc(C(=O)Nc3ccc4c(c3)OCC(=O)N4)cn2c1N(C)C(=O)CCc1ccccc1
  18%, -5%, 11%, -3%, ., i, i, -6%, -6%
COc1ccccc1N(CC(=O)Nc1c(C)n(C)n(-c2ccccc2)c1=O)S(=O)(=O)c1ccccc1
  -1%, 3%, -5%, 4%, ., i, i, -32%, -13%
Cc1cc(C)nc(/N=C(\N)Nc2ccc(C(C)C)cc2)n1
  -25%, 1%, -11%, ?, 1%, i, -20%, 7%, ?
COc1ccc(-c2nn(CCC#N)cc2C(=O)Nc2cccc(C(=O)O)c2)cc1OC
  25%, 0%, 3%, 8%, -1%, i, i, -8%, 7%
CC(C)(C)c1ccc(S(=O)(=O)NC(=O)C2(C)CCN2C(=O)CC2CCCCC2)cc1 (stereo not given)
  ?, 1%, -19%, 12%, ., i, 5%, ?, -9%
CCC(C)NC(=O)Cn1c(=O)n(-c2ccc(OC)c(OC)c2)c(=O)c2ccccc21 (stereo not given)
  0%, ., 8%, -6%, ., ., -21%, 4%, 7%
COc1ccc(CNC(=O)CCCn2nc(C)c3c(C)n(-c4ccc(C)cc4)nc3c2=O)cc1
  1%, 2%, ., 2%, 2%, i, i, 3%, -2%
CC(/C=N/NC(=O)c1cccc(F)c1)=C\c1ccccc1
  ?, 10%, 2%, 0%, 3%, i, -17%, 20%, 10µM*
C=CCn1c(SCC(=O)Nc2cccnc2Cl)nnc1-c1ccc(C(C)(C)C)cc1
  14%, 14%, 2%, -11%, -1%, i, -16%, ., -10%
CCCc1cc(C(=O)NC(C)C2CCCO2)cs1 (stereo not given)
  15%, 6%, -10%, 5%, -3%, i, i, 1%, -3%
CCN(Cc1ccccc1)C(=O)c1oc2ccc(C)cc2c1C
  ?, -29%, 8%, 12%, 1%, i, -15%, 19%, ?
CC(=O)c1ccc2c(c1)N(Cc1ccccc1Cl)C(=O)C(C)S2 (stereo not given)
  0%, 2%, -11%, 8%, ., i, -92%[inhibitor], 40%, 5%
C=CCn1c(C)cc(C(=O)CSc2nc3ccccc3c(=O)[nH]2)c1C
  10µM*, 2%, -6%, -15%, 3%, -110%*, -19%[57.5 µM], 15%, 3%
CSc1ccccc1OCc1cc(C(=O)NCCn2nc(C)cc2C)no1
  17%, 6%, -7%, 4%, 0%, i, -58%[inhibitor], ., ?
COc1cc(NC(=O)Cc2c(C(=O)O)n(C)c3ccccc23)cc(OC)c1OC
  -6%, -4%, 18%, -10%, -8%, i, i, 11%, 6%
Cc1ccc(Oc2ncccc2C(=O)NC2CCSC2=O)cc1 (stereo not given)
  30%, 5%, 0%, 9%, 4%, i, -24%, 4%, 67%[activator]
Cc1ccc(NC(=O)Cn2cccc2)cc1Cl
  -4%, 12%, -26%, -11%, 0%, ., i, 11%, -6%
CCCN1C(=O)C(Cc2nc3ccccc3c(=O)n2-c2ccccc2)c2cc(C)ccc21 (stereo not given)
  19%&-2%, -1%, -20%&-19%, 5%&7%, 0%, i, -62%&-12%[inhibitor], 14%, ?
O=C(Nc1ccccn1)C1CCN(S(=O)(=O)c2ccccc2)CC1
  ?, -8%, 5%, -13%, 1%, i, -34%[inhibitor], ., 4%
CCn1c(CN2CCCCC2)nc2cc(NC(=O)c3ccccc3[N+](=O)[O-])ccc21
  18%, ., -5%, -11%, ., ., i, 7%, ?
O=C(C1CCC1)N1CCN(c2ccc(Cl)cc2)CC1
  ?, 3%, 23%, -4%, 2%, i, i, -4%, 6%
COc1ccc(NS(=O)(=O)c2cccc(NC(=O)COc3ccccc3[N+](=O)[O-])c2)cc1
  14%, 11%, 5%, -12%, 2%, i, -21%, 9%, 11%
O=C(Nc1ccc(-c2nc3ccccc3o2)cc1)c1cccnc1
  ?, 3%, -17%, -10%, -1%, i, -10%[57.5 µM], 14%, 36%[activator]
CCOC(=O)c1cccc(NC(=O)CCc2c(C)nn(-c3ccc(N4CCCCC4)nn3)c2C)c1
  24%, ., -10%, -1%, ., ., -3%, 39%, ?
CCN(CC(=O)Nc1c(F)cccc1F)C(=O)CCCc1cccs1
  -4%, -8%, -4%, -6%, 0%, i, -22%, -20%, -11%
O=C(c1ccc2c(=O)n(Cc3ccc(Cl)cc3)c(=S)[nH]c2c1)N1CCCC1
  14%, -1%, 7%, -13%, 0%, i, -8%, 20%, -13%
CSC(C1CCCC1)n1nnc2ccccc21 (stereo not given)
  13%, -1%, -7%, 2%, 1%, i, -9%, -19%, -2%
O=C(NCCSc1ncc(-c2ccccc2)[nH]1)c1ccco1
  14%, -3%, ?, 4%, -4%, i, i, -3%, 10%
O=C(/C=C/c1ccco1)Nc1ccc(S(=O)(=O)N2CCOCC2)cc1
  -15%, 0%, 12%, 3%, 3%, i, i, 15%, 19%
CCOc1cccc(C=NCCc2ccc(OC)c(OC)c2)c1O
  -3%, -6%, -31%[inhibitor], -9%, -3%, i, i, -22%, -7%
Cc1cccc(C)c1OCC(=O)Nc1ccc(S(=O)(=O)Nc2ccccn2)cc1
  1%, 4%, 1%, 0%, -1%, i, -13%, ., 0%
O=C(COC(=O)c1ccccc1Br)NC1CCCCCCC1
  ?, -3%, 7%, -1%, 0%, i, -1%, ., ?
COc1ccc2cc[nH]c2c1
  -1%, -1%, 12%, 20%, 4%, i, -20%, 6%, -3%

Ordered by SMILES length (lowest first): part of the list above
Second line of a record – TDP-43 yeast inh, aSyn rescue, Abeta yeast res, HEK293 tox, MmCpn inh, pAkt inh, PTHR1 agonist, FUS yeast rescue, GLP-1R inv ag
O=C(COC(=O)c1ccccc1Br)NC1CCCCCCC1
  ?, -3%, 7%, -1%, 0%, i, -1%, ., ?
CCOc1cccc(C=NCCc2ccc(OC)c(OC)c2)c1O
  -3%, -6%, -31%[inhibitor], -9%, -3%, i, i, -22%, -7%
O=C(NCCSc1ncc(-c2ccccc2)[nH]1)c1ccco1
  14%, -3%, ?, 4%, -4%, i, i, -3%, 10%
CCN(CC(=O)Nc1c(F)cccc1F)C(=O)CCCc1cccs1
  -4%, -8%, -4%, -6%, 0%, i, -22%, -20%, -11%
O=C(/C=C/c1ccco1)Nc1ccc(S(=O)(=O)N2CCOCC2)cc1
  -15%, 0%, 12%, 3%, 3%, i, i, 15%, 19%
Cc1cccc(C)c1OCC(=O)Nc1ccc(S(=O)(=O)Nc2ccccn2)cc1
  1%, 4%, 1%, 0%, -1%, i, -13%, ., 0%
O=C(c1ccc2c(=O)n(Cc3ccc(Cl)cc3)c(=S)[nH]c2c1)N1CCCC1
  14%, -1%, 7%, -13%, 0%, i, -8%, 20%, -13%
CCOC(=O)c1cccc(NC(=O)CCc2c(C)nn(-c3ccc(N4CCCCC4)nn3)c2C)c1
  24%, ., -10%, -1%, ., ., -3%, 39%, ?

Next section.
Second line of a record – TDP-43 yeast inh, aSyn rescue, Abeta yeast res, HEK293 tox, MmCpn inh, pAkt inh, PTHR1 agonist, FUS yeast rescue, GLP-1R inv ag
COc1cccc(C(=O)Nc2c(C(=O)N3CCN(c4ccc(F)cc4)CC3)oc3ccccc23)c1
  15%, -9%, -1%, -5%, ., ., 15%, 31%, ?
O=C(Cn1nc(-c2ccccc2Cl)ccc1=O)Nc1ccc(Br)cc1
  12%, 6%, 4%, -3%, 1%, i, -17%, -11%, -9%
O=C(CCCn1c(SCc2cccc([N+](=O)[O-])c2)nc2ccccc2c1=O)NCC1CCCO1 (stereo not given)
  7%, 5%, -12%, -15%, 2%, i, -15%, 9%, ?
OCCNCc1ccc(-c2ccccc2)cc1
  -23%, -1%, 11%, 0%, -2%, i, 2%, 8%, -6%

These rows are one share of the data; rates above refer to the full screens.
